# Source: PubChem
# Gli-Sufu block: antagonists of Gli-Sufu signaling; Sufu-KO-LIGHT fibroblasts, Gli luciferase reporter luminescence; inhibition, % at 5 µM; 340,000 tested, 0.74% active; AID 588413;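 active = inhibition above about 55%, limit read from the data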;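 note: 0% = DMSO-treated cells and 100% = wells with medium but no cells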
# CXCR6 block: blocks human CXCR6 beta-arrestin recruitment. CHO-K1 PathHunter CXCR6 beta-arrestin, luminescence. 360,000 tested, 0.36% active. O00574. inhibition, % at 20 µM; in the data active = inhibition above about 34%, passing the limit was not always enough;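 note: antagonist mode with CXCL16 agonist at 10 nM final; 0% = 10 nM CXCL16 with DMSO and 100% = unstimulated wells without agonist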
# Target sequence (O00574 whole entry, looked up): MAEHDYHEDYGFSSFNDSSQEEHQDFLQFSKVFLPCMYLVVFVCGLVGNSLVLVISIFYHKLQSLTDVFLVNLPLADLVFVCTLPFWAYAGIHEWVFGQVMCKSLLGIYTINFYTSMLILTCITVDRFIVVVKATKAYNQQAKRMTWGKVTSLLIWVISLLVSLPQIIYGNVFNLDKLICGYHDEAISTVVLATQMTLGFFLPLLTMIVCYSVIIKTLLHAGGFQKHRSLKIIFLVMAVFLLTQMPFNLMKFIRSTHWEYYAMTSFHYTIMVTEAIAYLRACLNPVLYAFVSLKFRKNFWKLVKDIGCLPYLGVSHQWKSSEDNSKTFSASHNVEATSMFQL
# NR3A LBD binder: modulates the human NR3A ligand-binding domain | Tm shift relative to glycine control, % at 25 µM | NR3A LBD differential scanning fluorimetry, Tm shift; 0% = protein alone, 100% = glycine-bound protein | AID 1259313 | 340,000 tested, 2.5% active;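 active = melting temperature shift of at least 10% of the positive control shift, at one fixed dose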
# CCR6 antag: antagonists of human CCR6 receptor; P51684; CHO-K1 CCR6 PathHunter beta-arrestin, luminescence, CCL20-stimulated; inhibition, % at 20 µM; 340,000 tested, 0.49% active;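 active = compounds whose inhibition of the agonist-driven luminescence signal at 20 µM reaches about 50%, limit read from the data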;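 note: cells stimulated with CCL20 at 14 nM final; plate controls were DMSO with CCL20 for no effect and DMSO without agonist for full effect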
# MPTP inh: permeability transition pore inhibition | 360,000 tested, 1.4% active | isolated mouse mitochondria, Ca2+ swelling absorbance, 30 min | inhibition, % at 10 µM;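 active = inhibition of 50% or more, scaled per plate between neutral and stimulator controls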;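 note: 0% = DMSO wells given calcium and 100% = 1 mM EGTA wells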
# APOBEC3A inh: human APOBEC3A DNA deaminase inhibition; P31941; inhibition, % at 20 µM; 330,000 tested, 0.41% active; recombinant A3A, FAM/TAMRA ssDNA deamination fluorescence;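 active = at least 40% inhibition at 20 µM here, with at most 30% in a related deaminase screen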;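 note: plate controls were A3A with DMSO for no effect and wells lacking A3A enzyme for full effect; some results filed as inactive read as strong as hits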
# Target sequence (P31941 whole entry, looked up): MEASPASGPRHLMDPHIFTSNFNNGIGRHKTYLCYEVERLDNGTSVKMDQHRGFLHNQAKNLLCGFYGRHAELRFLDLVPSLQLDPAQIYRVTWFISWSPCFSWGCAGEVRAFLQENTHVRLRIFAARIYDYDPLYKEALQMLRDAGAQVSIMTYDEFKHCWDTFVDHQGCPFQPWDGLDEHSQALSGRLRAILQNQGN
# APOBEC3G inh: inhibitors of human APOBEC3G DNA deaminase. recombinant A3G, ssDNA deamination FAM/TAMRA fluorescence. inhibition, % at 20 µM. 330,000 tested, 0.28% active;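 active = inhibition of at least 40% at 20 µM, with no more than 30% in the related APOBEC3A deaminase screen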;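 note: plate controls were DMSO wells with A3G for no effect and wells lacking A3G enzyme for full effect; some compounds called inactive have numbers as strong as hits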
# EBI2 antag: EBI2 (human) antagonism | 360,000 tested, 0.81% active | inhibition, % at 5 µM | EBI2 beta-arrestin recruitment, luminescence, 7a,25-OHC stimulated; in the data active = inhibition above about 38%;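 note: enzyme fragment complementation signal reports receptor beta-arrestin coupling in cells; 0% = agonist plus DMSO wells and 100% = wells without agonist; some results beyond the cut were filed as inactive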
# Target sequence (P32249 whole entry, looked up, the tested form may be a part): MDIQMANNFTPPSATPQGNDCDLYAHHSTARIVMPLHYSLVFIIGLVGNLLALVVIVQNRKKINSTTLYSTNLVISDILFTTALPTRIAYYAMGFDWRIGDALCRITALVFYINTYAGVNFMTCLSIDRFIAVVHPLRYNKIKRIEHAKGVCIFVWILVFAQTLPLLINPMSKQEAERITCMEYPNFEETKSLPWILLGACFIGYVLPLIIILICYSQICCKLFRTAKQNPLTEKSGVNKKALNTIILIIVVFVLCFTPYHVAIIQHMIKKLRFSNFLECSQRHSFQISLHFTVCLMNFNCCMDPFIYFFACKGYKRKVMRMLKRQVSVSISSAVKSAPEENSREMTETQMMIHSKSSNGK
# Starred values were filed as active, the others as inactive; . = not tested or not shown.
SMILES,Gli-Sufu block,CXCR6 block,NR3A LBD binder,CCR6 antag,MPTP inh,APOBEC3A inh,APOBEC3G inh,EBI2 antag
CCOC(=O)c1c(-c2ccc3ccccc3c2)csc1NC(=O)CCCC(=O)O,0,3,-9,4,-2.1,-4,-10,-6
CC1CCCC(C)N1c1nnc(N)s1 (centres undefined),-2,-4,0,-7,0.5,-2,-7,0
CC(=O)C1C(c2ccc(F)cc2)NC(=O)NC1(O)C(F)(F)F (centres undefined),4,2,-8,2,-1.0,4,2,2
CC(C)C(=O)NC(=S)N(Cc1ccccc1)Cc1ccccc1,-10,5,-1,-1,1.4,-4,-8,1
C[C@]12c3[nH]c4cc(-c5ccco5)ccc4c3CCN1C(=O)[C@@H](CC(=O)NCC13CC4CC(CC(C4)C1)C3)C[C@@H]2C(=O)N1CCOCC1,-3,0,9,1,-0.9,2,2,20
Cc1c(NC(=O)Cn2nc(C(F)(F)F)c3c2CCCC3)c(=O)n(-c2ccccc2)n1C,-2,1,-2,-6,-0.9,0,0,8
Cc1ccc(C(=O)OCn2nnc3ccccc3c2=O)cc1[N+](=O)[O-],-2,2,0,5,-2.4,2,-9,-4
COc1ccc(C(=O)NN(C)c2nc(-c3ccccc3)nnc2C(F)(F)F)cc1,-17,-6,-3,5,-0.6,0,-3,9
Cc1ccccc1C(=O)NCCNc1ccc([N+](=O)[O-])cc1,0,9,-2,25,-3.7,-2,-11,8
Cc1noc(C)c1COC(=O)CCCNC(=O)c1ccc(Cl)cc1,0,10,0,2,-3.2,-1,-7,0
Cc1ccc2c(c1)/C(=C/c1ccccc1F)C(=O)N2,-21,-1,3,2,0.5,-3,-6,-19
COCCN1C(=O)c2ccc(C(=O)NCc3ccco3)cc2C1=O,0,5,0,9,0.8,-1,-7,-7
CCC(=Nc1ccccc1)C1=C(O)CCCC1=O,4,-1,0,3,-0.5,-1,-6,-5
Cc1ccc(OCCn2c(Br)nc3c2c(=O)n(C)c(=O)n3C)cc1,13,-8,1,10,82*,-1,-5,4
Cc1cccc(NC2=NCC(=O)N2CCc2ccccc2)c1,-12,-3,2,-13,-1.6,2,1,-3
CCOC(=O)c1cc2c(nc1N)CC(C)(CC)OC2 (centres undefined),-34,-3,2,14,0.1,-2,-2,-6
Cc1ccc(NC(=O)c2ccco2)cc1NC(=O)CSc1nnc(-c2cccs2)n1C,-5,0,1,-8,0.1,-5,-9,0
CCOC(=O)c1ccc(CSc2nnc(N)s2)cc1,-5,-2,0,8,1.8,-6,-5,-9
COc1cccc(N(C(=O)Cn2nnc(-c3ccc(C)cc3)n2)C(C(=O)NC(C)(C)C)c2c[nH]c3ccccc23)c1 (centres undefined),5,4,0,-2,1.4,-3,-6,24
CCN(CC)C(=O)C(C)N(C#N)c1nc(C)cc(C)n1 (centres undefined),6,2,-6,-13,-0.7,3,1,-2
COc1ccc([C@H]2CC(=O)C=C(c3ccc(C)c(F)c3)C2)cc1,-14,-1,-3,14,-1.1,-2,-6,53*
O=C(O)c1ccccc1/C=N/NC(=O)C1CCCCC1,1,-6,-1,5,0.5,4,1,-6
COc1ccccc1C(=O)NC(=S)Nc1cc(C(=O)O)ccc1C,-19,-2,0,12,-3.0,-1,0,-12
CCCCn1c(N)c(N(CC(C)C)C(=O)C2CC(=O)N(c3ccc4c(c3)OCCO4)C2)c(=O)[nH]c1=O (centres undefined),-16,0,-2,-1,-1.4,0,-2,2
CNC(=O)CSc1nnc(-c2ccco2)n1-c1cc(C)ccc1C,-4,-9,2,5,-0.4,0,-4,-4

# Reformatted with two lines to a compound: entries from further up
# Values run as follows: Gli-Sufu block, CXCR6 block, NR3A LBD binder, CCR6 antag, MPTP inh, APOBEC3A inh, APOBEC3G inh, EBI2 antag
> Cc1noc(C)c1COC(=O)CCCNC(=O)c1ccc(Cl)cc1
 : 0, 10, 0, 2, -3.2, -1, -7, 0
> Cc1ccc2c(c1)/C(=C/c1ccccc1F)C(=O)N2
 : -21, -1, 3, 2, 0.5, -3, -6, -19
> COCCN1C(=O)c2ccc(C(=O)NCc3ccco3)cc2C1=O
 : 0, 5, 0, 9, 0.8, -1, -7, -7
> CCC(=Nc1ccccc1)C1=C(O)CCCC1=O
 : 4, -1, 0, 3, -0.5, -1, -6, -5
> Cc1ccc(OCCn2c(Br)nc3c2c(=O)n(C)c(=O)n3C)cc1
 : 13, -8, 1, 10, 82*, -1, -5, 4
> Cc1cccc(NC2=NCC(=O)N2CCc2ccccc2)c1
 : -12, -3, 2, -13, -1.6, 2, 1, -3
> CCOC(=O)c1cc2c(nc1N)CC(C)(CC)OC2 (centres undefined)
 : -34, -3, 2, 14, 0.1, -2, -2, -6
> Cc1ccc(NC(=O)c2ccco2)cc1NC(=O)CSc1nnc(-c2cccs2)n1C
 : -5, 0, 1, -8, 0.1, -5, -9, 0
> CCOC(=O)c1ccc(CSc2nnc(N)s2)cc1
 : -5, -2, 0, 8, 1.8, -6, -5, -9
> COc1cccc(N(C(=O)Cn2nnc(-c3ccc(C)cc3)n2)C(C(=O)NC(C)(C)C)c2c[nH]c3ccccc23)c1 (centres undefined)
 : 5, 4, 0, -2, 1.4, -3, -6, 24
> CCN(CC)C(=O)C(C)N(C#N)c1nc(C)cc(C)n1 (centres undefined)
 : 6, 2, -6, -13, -0.7, 3, 1, -2
> COc1ccc([C@H]2CC(=O)C=C(c3ccc(C)c(F)c3)C2)cc1
 : -14, -1, -3, 14, -1.1, -2, -6, 53*
> O=C(O)c1ccccc1/C=N/NC(=O)C1CCCCC1
 : 1, -6, -1, 5, 0.5, 4, 1, -6
> COc1ccccc1C(=O)NC(=S)Nc1cc(C(=O)O)ccc1C
 : -19, -2, 0, 12, -3.0, -1, 0, -12
> CCCCn1c(N)c(N(CC(C)C)C(=O)C2CC(=O)N(c3ccc4c(c3)OCCO4)C2)c(=O)[nH]c1=O (centres undefined)
 : -16, 0, -2, -1, -1.4, 0, -2, 2
> CNC(=O)CSc1nnc(-c2ccco2)n1-c1cc(C)ccc1C
 : -4, -9, 2, 5, -0.4, 0, -4, -4

# Next records:
SMILES,Gli-Sufu block,CXCR6 block,NR3A LBD binder,CCR6 antag,MPTP inh,APOBEC3A inh,APOBEC3G inh,EBI2 antag
CCOc1cc(CNc2ccc(N3CCN(C(C)=O)CC3)cc2)cc(Br)c1OC,10,-12,-7,-4,4.5,-5,-6,6
COc1ccc(S(=O)(=O)N2CCCCCC2)cc1C(=O)NCc1cccs1,14,-2,2,20,1.3,4,-5,-17
COc1cccc2cc(C(C)N(CCCN3CCOCC3)C(=O)Nc3ccc(Cl)cc3)oc12 (centres undefined),-9,6,4,-21,0.0,2,1,4
COc1ccc(-c2cn[nH]c2-c2ccc(O)cc2O)cc1,-10,-5,2,-8,-0.2,-1,-4,-14
CCCCn1c(N)c(N(CCC(C)C)C(=O)CSc2nncn2-c2ccccc2)c(=O)[nH]c1=O,0,-7,-1,5,-2.2,2,-8,0
CCN(CC)c1ccc(NC(=O)COc2ccccc2C#N)cc1S(=O)(=O)Nc1ccc(OC)cc1,5,-2,-3,24,0.6,2,-6,6
Cc1ccc(S(=O)(=O)NC2CCCCCC2)cc1,7,-5,0,9,0.4,1,0,-8
Cc1ccc(NC(=S)Nc2ccc(F)cc2)cc1,53,7,-5,-5,0.4,-5,-9,5
COc1ccc(CCNC(=O)c2cc(-c3ccccc3O)n[nH]2)cc1OC,3,-2,-6,-6,6.2,-4,-1,15
Cc1cc(C=C2C(=O)c3ccccc3C2=O)c(C)n1C,7,10,1,35,1.3,-1,-1,15
CCN(Cc1ccccc1)C(=O)CN1C(=O)COc2ccc(S(=O)(=O)NC3CCCC3)cc21,-3,0,-1,18,0.8,0,-4,18
COc1ccc2c(c1)CC(=O)NC=C2,3,-8,-1,1,-0.8,-1,-4,-3
O=c1[nH]c(C2CCCN(S(=O)(=O)c3ccc(F)cc3)C2)nc2c1nnn2Cc1ccccc1 (centres undefined),7,0,-3,18,0.2,2,-2,4
CCOC(=O)CCCn1ccc2cc(S(=O)(=O)N3CCCC3)ccc21,-10,-4,0,18,-1.4,-3,3,-9
COc1ccccc1CN1CCC(n2nccc2NC(=O)CCCc2ccccc2)CC1,39,14,-1,12,-0.4,-5,-5,1
O=C(N/N=C/c1cccs1)c1cccnc1,-26,-6,1,4,1.1,2,-2,-8
OC1CCCN(c2ncnc3c2nnn3Cc2c(F)cccc2Cl)C1 (centres undefined),6,4,0,4,-2.0,0,-5,-1
COc1ccc2ccc(OCC(=O)NCC3CCCO3)cc2c1 (centres undefined),0,1,0,13,0.0,-2,-6,-8
CCOc1ccc(/C(O)=C2/C(=O)C(=O)N(CCCn3ccnc3)C2c2cccs2)cc1Cl (centres undefined),-7,7,2,4,-0.9,-3,-11,-2
COc1cccc(C(=O)Nc2ccccc2F)c1,-19,2,-2,7,-2.0,0,-4,-4
NS(=O)(=O)c1ccc(CCNC(=O)COC(=O)CCc2c[nH]c3ccccc23)cc1,-6,-10,3,7,0.4,-2,3,-6
CCc1ccccc1N(C)C(=O)CCc1nc(-c2ccc(C)cc2)no1,5,-10,2,1,-2.7,0,-6,12
COc1ccc(C2C(C(=O)NCC3CCCO3)CCC(=O)N2c2ccc3c(c2)OCO3)cc1 (centres undefined),0,3,0,-10,0.7,-5,-6,0
O=C1CCC(CCc2nc3ccccc3[nH]2)(c2ccccc2)C(=O)N1 (centres undefined),2,-3,2,4,-1.4,.,.,-14
Cc1cccc(N2CCN(C(=O)C3CCCN(S(=O)(=O)c4c(C)noc4C)C3)CC2)c1C (centres undefined),5,2,2,7,0.5,-1,3,15

# Structures listed above printed as active in EBI2 antag:
mol | CXCR6 block | NR3A LBD binder | CCR6 antag | MPTP inh | APOBEC3A inh | APOBEC3G inh | EBI2 antag
COc1ccc([C@H]2CC(=O)C=C(c3ccc(C)c(F)c3)C2)cc1 | -1 | -3 | 14 | -1.1 | -2 | -6 | 53*

# (more compounds)
SMILES,Gli-Sufu block,CXCR6 block,NR3A LBD binder,CCR6 antag,MPTP inh,APOBEC3A inh,APOBEC3G inh,EBI2 antag
CC1CCN(C(=O)CSc2nc3cccnc3n2C)CC1,-10,-6,-2,15,-0.2,-5,-12,1
O=C(O)CC(C(=O)O)c1cn(Cc2ccccc2)c2ccccc12 (centres undefined),8,2,0,-10,-2.2,-1,0,-9
CC(=O)Nc1ccc(N2CCN(c3ccc(C(F)(F)F)cn3)CC2)nc1,11,0,0,-9,1.8,3,6,9
CCc1nc(SCc2nc3ccccc3[nH]2)c2oc3ccccc3c2n1,10,10,-4,5,69*,0,-6,33
COc1ccccc1C1C(C(=O)c2cc3ccccc3o2)=C(O)C(=O)N1CCN1CCOCC1 (centres undefined),3,2,2,11,0.9,2,2,4
COc1ccccc1-n1nnnc1SCC(=O)NC1CC1,-6,-6,-2,-8,-1.8,-4,-8,2
COc1cc(C(=O)NC2CCCCC2)ccc1OC1CCN(C(C)=O)CC1,8,-4,-1,12,0.5,-6,-10,0
Cc1nc2ccccc2n(CC(=O)Nc2cc(Cl)cc(Cl)c2)c1=O,1,4,1,11,0.8,2,-4,3
CC(C)(CNC(=O)c1sc2cc(F)ccc2c1Cl)N1CCOCC1,18,-2,-2,10,0.2,-2,-6,7
CCN1CCN(c2ncnc3scc(-c4ccc(OC)cc4)c23)CC1,15,4,0,17,0.4,-1,-3,-5
CC(C)c1nc2c(c(=O)n(C)c(=O)n2C)n1C,-6,-15,-4,-7,-0.4,-2,-5,-2
COc1ccc(Nc2ncc(C(=O)N3CCC(C(N)=O)CC3)c3ccccc23)cc1,3,-2,-1,-1,-0.6,1,1,-11
